Bioassay records from PubChem BioAssay.
K1F lysis inhibition: inhibition of K1F phage lysis, E. coli UTI89, bacterial capsule biogenesis inhibitors, alamar blue (AID 488966); E. coli UTI89 K1F phage lysis, alamar blue, 2 h; higher % means a stronger effect; one-dose inhibition, % at 100 µM; IC50 in µM for titrated hits; actives 0.02% (n = 340,000);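 active means phage lysis inhibition, versus mean bacterial control, above a set limit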;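 further: capsule biogenesis inhibitors block K1F phage lysis so surviving cells raise fluorescence; higher fluorescence means more inhibition of phage lysis; actives were called in the ten point dose series up to 300 µM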
The depositor's hits bear a star; [ ] = dose if it differs, or a comment. The list is partial; the hit share may differ from the screen's.

A first look (4 entries):
structure,K1F lysis inhibition
O=C(Cn1nnc(-c2ccccc2)n1)NC(=O)NC1CCCC1,0.5%[50 µM]
CCN(CC)S(=O)(=O)c1ccc(C(=O)NNC(=O)c2csc(N3CCOCC3)n2)cc1,0.2%[50 µM]
CCC(=O)Nc1ccc(NC(=O)c2cc3ccccc3o2)c(OC)c1,0.9%
Cc1cc(NC(=O)c2ccc3c(c2)OCO3)ccc1NC(=O)c1ccccc1,0.6%

All compounds of this part, previewed entries included:
structure,K1F lysis inhibition
O=C(Cn1nnc(-c2ccccc2)n1)NC(=O)NC1CCCC1,0.5%[50 µM]
CCN(CC)S(=O)(=O)c1ccc(C(=O)NNC(=O)c2csc(N3CCOCC3)n2)cc1,0.2%[50 µM]
CCC(=O)Nc1ccc(NC(=O)c2cc3ccccc3o2)c(OC)c1,0.9%
Cc1cc(NC(=O)c2ccc3c(c2)OCO3)ccc1NC(=O)c1ccccc1,0.6%
Cc1cc(C)cc(-c2nnc(SCC(=O)Nc3cc(C)on3)o2)c1,1.1%[50 µM]
O=C(CCCCCCCC(=O)N1CCCCC1)N1CCCCC1,3.2%
NS(=O)(=O)c1cc(C(=O)Nc2ccc3c(c2)CCC3)ccc1Cl,0.2%
O=c1ccc(-c2ccc(S(=O)(=O)NCc3cccc(Br)c3)s2)n[nH]1,0.2%
COc1ccc(S(=O)(=O)O)cc1P(=O)(c1ccccc1)c1ccccc1,-0.9%[50 µM]
CC1CCCCC12NC(=O)N(CC(=O)OCc1ccccc1F)C2=O (stereo not given),-0.2%
O=C(O)c1ccc(NC(=S)NC(=O)C(c2ccccc2)c2ccccc2)cc1,-0.1%
COC(=O)CCCC(=O)N1CCC(CO)(CCc2ccccc2)CC1,0.2%
CCOc1ccc(C2C(C(=O)c3ccco3)=C(O)C(=O)N2CCN2CCOCC2)cc1 (stereo not given),0.3%
COCCCNC(=O)C[C@H]1C[C@H](C(=O)N2CCOCC2)[C@@]2(C)c3[nH]c4cc(-c5ccco5)ccc4c3CCN2C1=O,0.1%
CCC(C(=O)NCc1ccco1)n1nc(C)c2c(C)n(-c3ccccc3)nc2c1=O (stereo not given),0.2%
CC1C(=O)Nc2ccc(S(=O)(=O)N3CCN(c4cccc(C(F)(F)F)c4)CC3)cc2NC1=O (stereo not given),0.0%
CC1CCCCC1NC(=O)NC(=O)COC(=O)C1=NN(c2ccccc2)C(=O)CC1 (stereo not given),0.5%[50 µM]
COc1ccccc1OCCNC(=O)CCNS(=O)(=O)c1ccc(C)cc1,1.2%[50 µM]
COc1cccc(C(=O)Nc2ccc(NC(=O)C3CC3)nc2)c1,0.8%
O=C1CC(C(=O)O)C(c2ccccc2)c2ccccc21 (stereo not given),-1.5%
CCOc1ccc(C(=O)Nc2ccc3nc(N4CCN(CC)CC4)cc(C)c3c2)cc1,0.2%
COc1ccc(NC(=O)C2CCCN(C(=O)Nc3ccc(F)cc3)C2)cc1 (stereo not given),-1.0%
Cc1cc(C(=O)COC(=O)c2cccnc2Cl)c(C)n1C,0.9%[50 µM]
CCOc1ccc(NC(=O)c2ccc(NS(=O)(=O)c3cccc4cccnc34)cc2)cc1,0.8%
COc1ccc(CN2C[C@]3(CO)O[C@@H](CO)C[C@@H]3S2(=O)=O)cc1,0.1%
CC(=O)N1C(C(=O)O)Cc2c([nH]c3ccccc23)C1C (stereo not given),0.2%
CS(=O)(=O)c1ccc(Cl)c(NC(=O)CSc2nncn2-c2ccccc2)c1,0.2%
COC(=O)C1=C(C)N(Cc2ccccc2)C(=NCc2cc(OC)c(OC)c(OC)c2)N[C@H]1c1cccc(F)c1,0.3%
N#Cc1ccccc1OCC(=O)N(Cc1nnc(-c2ccccc2Cl)o1)C1CC1,0.7%[50 µM]
Cc1cc(C)cc(N2CCCn3c2nc2c3c(=O)[nH]c(=O)n2C)c1,0.1%
O=C(CCN1CCN(S(=O)(=O)c2ccc(Cl)cc2)CC1)Nc1ccc(F)cc1,0.8%
C=C1CCN(c2ccc(C(=O)NCc3ccc(C)cc3)cc2[N+](=O)[O-])CC1,0.4%
CC1(c2cc(F)ccc2F)NC(=O)N(CC(=O)Nc2cccc(S(=O)(=O)N3CCCC3)c2)C1=O (stereo not given),1.2%[50 µM]
O=C(NCCc1ccccc1Cl)C1CCC(=O)N(Cc2cccc(C(F)(F)F)c2)C1 (stereo not given),-0.2%
COc1ccc(NC(=O)c2ccc(Br)c(S(=O)(=O)N3CCOCC3)c2)cc1,-0.5%
CCOc1ccc(NC(=O)NC2CCCCCCC2)cc1,0.0%
C#CCOCCOCCOCCNc1nc(N2CCN(C(=O)[C@H](CC(N)=O)n3cc([C@@H](N)CC(N)=O)nn3)CC2)nc(N2CCN(C(=O)[C@H](CC(N)=O)n3cc([C@@H](N)CC(N)=O)nn3)CC2)n1,0.9%
COc1cccc(C2c3cc4c(cc3OC(N3CCCC3)C2C)OCO4)c1O (stereo not given),0.2%
Cc1cc(Nc2cccc(Br)c2)c2ccccc2n1,4.9%
O=C(O)CN1C(=O)S/C(=C\c2ccc3c(c2)OCO3)C1=O,0.2%
COc1cccc(C(C(=O)NC2CCCCC2)N(C(=O)CNC(=O)c2ccco2)c2cccnc2)c1 (stereo not given),-0.3%
O=C(O[C@@H]1[C@H](Cc2ccccc2)NS(=O)(=O)[C@H]2C[C@@H]3C=C[C@]12O3)c1ccccc1Br,0.9%
C#CCN1C=CC(=O)[C@@H](OC(=O)Nc2ccccc2Br)[C@H]1c1ccccc1Br,0.0%
S=C(Cc1ccccc1)NCCc1ccccc1,0.2%
O=[N+]([O-])c1cc2c(c3cccnc13)COCO2,1.7%
O=C(Nc1nnc(S(=O)(=O)Nc2ccccc2)s1)c1ccccc1Cl,0.1%
CCOc1ccc(NC(=O)CN(C)C(=O)c2ccc3[nH]c4c(c3c2)CC(C)CC4)cc1OCC (stereo not given),-0.2%[50 µM]
COc1cc(C(=O)NC2CCN(CC(=O)Nc3cccc(C)c3C)CC2)cc(OC)c1OC,-0.1%
Cc1cc(C)c(NC(=O)CNC(=O)c2ccc3ncsc3c2)c(C)c1,0.1%[50 µM]
CC(C)(C)c1ccc(C(=O)c2cn[nH]c2-c2ccccc2O)cc1,0.2%
COCCC(=O)N1CCC(Oc2ccc(C(=O)N3CCC[C@H]3CO)cc2)CC1,0.0%
COc1cc(C(=O)NNC(=O)c2cccc(Cl)c2)ccc1OCC(=O)N1CCOCC1,0.4%[50 µM]
COc1cc(NC(=O)c2[nH]c(C)c(C(C)=O)c2C)cc(OC)c1OC,-0.3%
CC(=O)Nc1ccc(NC(=O)C/C(C)=N/NC(=O)COc2cc(C)c(Br)cc2Br)cc1,-0.1%
ON=C1c2cc(OCCN3CCCCC3)ccc2-c2ccc(OCCN3CCCCC3)cc21,9.1%
O=C(CC(=O)c1ccncc1)c1ccccc1,-1.5%
COc1cc(OC)cc(-c2c(-c3cccs3)c3cc(-c4ccc(OC)c(OC)c4)ccc3n2C)c1,1.0%
COc1cc(C(=O)Nc2ccc(S(=O)(=O)Nc3cnc4ccccc4n3)cc2)cc(OC)c1OC,-2.4%
CCN(CC(=O)Nc1c(F)cccc1F)C(=O)Cc1cccs1,0.9%[50 µM]
COc1cccc(NC(=O)c2cnc[nH]2)c1,0.2%[50 µM]

3 structures already listed, sorted by length of the SMILES, descending:
structure,K1F lysis inhibition
COc1cc(OC)cc(-c2c(-c3cccs3)c3cc(-c4ccc(OC)c(OC)c4)ccc3n2C)c1,1.0%
CC(=O)Nc1ccc(NC(=O)C/C(C)=N/NC(=O)COc2cc(C)c(Br)cc2Br)cc1,-0.1%
O=C(Nc1nnc(S(=O)(=O)Nc2ccccc2)s1)c1ccccc1Cl,0.1%

Next part:
structure,K1F lysis inhibition
Cc1csc(=O)n1CC(=O)OC(C)C(=O)Nc1ccc(N(C)C)cc1 (stereo not given),-0.1%[50 µM]
O=C(CCCc1ccccc1)Nc1ccnn1C1CCN(Cc2ccccc2F)CC1,0.1%
O=C(Nc1ccccc1Cl)NC1(C(=O)NCc2cccnc2)CCCCC1,-0.3%
CCc1ccc(NC(=O)c2[nH]c(C)c(C(C)=O)c2C)cc1,-0.2%
Cc1ccc(-c2[nH]ncc2CN2CCN(C(=O)c3cccs3)CC2)cc1C,0.6%
CCOCc1nnc(NC(=O)COc2ccc3c(c2)OCO3)s1,0.2%
Cc1cc(C)c(C)c(S(=O)(=O)N2CCN(C(=O)C3CCC3)CC2)c1C,0.7%[50 µM]
CCc1ccc(N=C2NC(=O)/C(=C/c3cc(OC)c(O)c(OC)c3)S2)cc1,0.3%
Cc1cccc(OCC(=O)OC(C)C(=O)Nc2ccc(S(=O)(=O)N3CCCCC3)cc2)c1 (stereo not given),0.2%[50 µM]
Cc1ccc(C(=O)NC(=S)Nc2ccc(CN3CCOCC3)cc2)cc1,-0.1%
O=C(CN(C(=O)c1csnn1)c1cccc2ccccc12)NCc1ccccc1,0.2%
CCc1ncc(CN2CCC(C(=O)Nc3ccc(-n4nc(C)cc4C)cc3)CC2)cn1,1.1%[50 µM]
O=C(Cc1cccc(NC(=O)C2CCCN(C(=O)c3ccccc3)C2)c1)Nc1ccc(C(=O)N2CCOCC2)cc1 (stereo not given),0.3%
CCOc1ccc(N2C(=O)CC(NCC#N)C2=O)cc1 (stereo not given),1.3%
Cc1ccc(NC(=O)c2ncn(CC(=O)NCc3nc4ccccc4[nH]3)n2)cc1C,0.1%
Cc1nn(CC(=O)NNC(=O)c2cccc(Br)c2)c(C)c1[N+](=O)[O-],0.2%
CCCN1CCn2c3c(c4cc(Br)ccc42)CCCC31 (stereo not given),0.4%
COC(=O)c1cc(S(=O)(=O)N2CCN(Cc3ccccc3)CC2)c[nH]1,0.8%
[C-]#[N+][C@H](O[C@@H]1O[C@H](CO)[C@@H](O)[C@H](O)[C@H]1O)c1ccccc1,-0.3%
CCOC(=O)C1=CN(CC)S(=O)(=O)NC1c1cccc(OC)c1 (stereo not given),0.2%
Cc1ccc(-c2ccc(S(=O)(=O)N3CC(C)OC(C)C3)cc2)cc1 (stereo not given),0.1%
CCCCN1C(N)=NC[C@@H]1C(C)O (stereo not given in full),1.4%
Cc1ccc(/C=C/c2onc(C)c2S(=O)(=O)N2CCC(C(=O)N3CCCCC3)CC2)cc1,5.6%
CCCc1cc(=O)oc2cc(OCC(=O)NCc3ccccn3)ccc12,0.4%
Cn1cc[n+](C)c1COc1ccc(C=O)cc1,0.1%
CN1CCN(C(=O)c2ccc3c(c2)N(Cc2ccc(F)cc2)C(=O)c2ccccc2S3=O)CC1 (stereo not given),4.5%
Cc1ccc(S(=O)(=O)N(C)C)cc1NC(=O)COC(=O)c1ccc2ccccc2n1,0.6%[50 µM]
O=C(O)C(Cc1ccccc1[N+](=O)[O-])N1C(=O)c2ccccc2C1=O (stereo not given),0.2%
Cc1ccc(NC(=O)CSCC(=O)Nc2cc(Cl)ccc2N2CCOCC2)cc1,-0.1%[50 µM]
Nn1c(SCC(=O)Nc2ccccc2C(F)(F)F)nncc1=O,-0.2%
CCS(=O)(=O)Nc1ccc(C2=NN(C(=O)c3ccccc3)C(c3cccs3)C2)cc1 (stereo not given),0.4%
O=[N+]([O-])c1ccc(O)c(/C=N/Nc2ccccc2[N+](=O)[O-])c1,0.2%
Clc1cccc(Cl)c1C1Nc2cccc3cccc(c23)N1,-2.4%
CC(OC(=O)CNC(=O)c1ccc(Br)cc1)C(=O)NC1CCCCC1C (stereo not given),0.2%[50 µM]
CCCCOc1ccccc1C(=O)NNC(=S)NC(=O)c1ccccc1[N+](=O)[O-],0.5%
N#Cc1c(SCC(=O)Nc2nncs2)sc2c(O)cc(=O)[nH]c12,-1.3%
Cc1c(C)n2c(SCC(=O)N3CC(C)OC(C)C3)nnc2[nH]c1=O (stereo not given),1.0%[50 µM]
COc1ccc(-c2ccc(NS(=O)(=O)c3cc([N+](=O)[O-])ccc3C)cc2)nn1,5.9%
CCN(CC(=O)Nc1c(F)cccc1F)C(=O)c1ccc2c(c1)OCCO2,1.1%[50 µM]
O=C(C1CCCN(Cc2ccc(F)cc2)C1)N1CCCCC1 (stereo not given),0.1%
CC1CC(C)CN(C(=O)COC(=O)CNC(=O)C23CC4CC(CC(C4)C2)C3)C1 (stereo not given),0.1%[50 µM]
CCNc1nc(NCC)n2c(SCC(=O)Nc3cccc(F)c3)nnc2n1,0.9%[50 µM]
CCOC(=O)c1c(C)[nH]c(C(=O)OCC(=O)c2ccccc2)c1C,-0.8%[50 µM]
CCc1nnc(NC(=O)CCC(=O)N2CCN(Cc3ccc(F)cc3)CC2)s1,0.6%
CCOc1ccc(S(=O)(=O)N2CCCC(C(=O)NCCN3CCOCC3)C2)cc1Cl (stereo not given),-0.1%
C/C(=N\Nc1nccnc1Cl)c1ccc(Br)cc1,0.1%
O=C(NCc1ccccc1Cl)C1CCC(=O)N(C2CC2)C1 (stereo not given),0.2%
Cc1cc(NC(=O)CSC2=NS(=O)(=O)c3cc(Cl)ccc3N2)no1,1.3%[50 µM]
CN(C)CCN(Cc1cc2cc3c(cc2nc1Cl)OCO3)C(=O)c1ccco1,0.5%
O=C(NCCc1ccccc1)c1ccc(CS(=O)(=O)c2ccc(Br)cc2)o1,0.1%
CCOC(=O)CNC(=O)CNC(=O)c1nn(-c2ccc(OC)c(OC)c2)c(=O)c2ccccc12,-0.2%
CCOCCCn1c(SC(C)C(=O)NCC2CCCO2)nc2sc(C)c(C)c2c1=O (stereo not given),0.2%[50 µM]
